KCNH2 WT inh: blocks the wildtype human KCNH2 potassium channel. U2OS, BacMam KCNH2, thallium flux FluxOr; stronger effect = lower value. activity change, % at 1.84 µM. 340,000 tested, 0.37% active. AID 720551;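 active = maximum activity change below -70%; inconclusive = maximum activity change between -70% and -50%; inactive = maximum activity change above -50%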; note: % is set by controls: 0 for no effect and ±100 for the full control effect
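U2OS cells transduced with wild-type KCNH2 virus are loaded with FluxOr dye for 45 min, and thallium flux is measured in kinetic reads before and after stimulation buffer. Rate constants are normalized to DMSO controls.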
ELG1 repair inh: inhibitors of ELG1-dependent DNA repair in HEK293T cells; HEK293T ELG1-luciferase reporter, luminescence, 16 h; DNA damage induced by 5-fluorouridine; Potency, µM (doses to about 46.1 µM), without a hit: top-dose activity change, negative = inhibition, usual class: inhibitors; 330,000 tested, 2.3% active; AID 504467; note: potency is the fitted concentration of half-maximal effect; % is set by controls: 0 for no effect and ±100 for the full control effect; nearly all actives have a fitted effect of over 55% in size
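5-Fluorouridine DNA damage + compound/DMSO, 2,000 cells/well, 16 h, 37 °C/5% CO2. ONE-Glo, 30 min RT, luminescence. Readout = decrease in reporter signal.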
Eya2 inh: Eya2 (human) phosphatase inhibition | recombinant Eya2, OMFP fluorescence dephosphorylation (OMFP is methylfluorescein phosphate) | Potency, µM (top dose mostly 76.9 µM), for the others: top-dose activity, negative = inhibition, most hits filed as inhibitors | 330,000 tested, 0.006% active | AID 488837; note: potency is the fitted concentration of half-maximal effect; % is set by controls: 0 for no effect and ±100 for the full control effect
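Eya2 protein (added as 0.2 uM solution) was preincubated with compound for 10 min at ambient temperature in 50 mM HEPES pH 7.5, 50 mM NaCl, 5 uM MgCl2, 0.05% BSA, 1 mM DTT. OMFP (added at 50 uM) then reacted 10 min; fluorescence read at 485/525 nm.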
TSHR antagonist: human thyrotropin receptor antagonism. P16473. TSHR-expressing cells, TSH-stimulated cAMP HTRF, 2 h; stronger effect = lower value. activity change, negative = inhibition, % at 11.5 µM. 330,000 tested, 0.2% active. AID 504810;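 active = activity change below a set negative limit, meaning inhibition stronger than a set level, cut at about -70% in these data; inconclusive = activity change between two set negative limits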; note: % is set by controls: 0 for no effect and ±100 for the full control effect
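Cell-based HTRF cAMP assay; TSHR cells + compound, TSH EC80 (4nM final), 2 h, 37 deg C. Lysis with anti-cAMP cryptate and cAMP-d2, 30 min RT, read 665/620 nm.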
Mito fusion yeast: inhibitors of mitochondrial division or activators of mitochondrial fusion | S. cerevisiae fusion-defective mutant growth rescue, CellTiterGlo 48 h | Potency, µM (highest dose often 46.1 µM), without a hit: top-dose growth rescue (activation), most hits filed as activators | 320,000 tested, 0.23% active | AID 485298;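 note: potency is the fitted concentration of half-maximal effect; % of control where 0% means no effect; nearly all actives have a fitted effect of over 45% in size; temperature-sensitive fusion mutants such as fzo1-1 at 37 °C on non-fermentable ethanol glycerol medium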
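Read-out: ATP-based luminescence (CellTiterGlo, 10 min ambient) reporting growth of fusion-defective ts yeast after 48 hours at 37C on glycerol/ethanol YPEG medium in the presence of compound.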
TRPV1 agonist: human TRPV1 agonism. TRPV1-expressing cells, Fluo-8 calcium influx, agonist mode. activation, % at 8.33 µM. 320,000 tested, 0.19% active. AID 540275; in the data active = activation above about 80%; inconclusive = between about 30% and that limit; note: 0% is about no effect
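Cells expressing TRPV1 were dye-loaded with Fluo-8 and read kinetically: 10 s baseline, 3 min after compound (agonist portion), then 2 min after EC20 capsaicin (allosteric enhancer portion). Calcium-bound dye fluorescence at 480/520 nm.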
KCNH2 3.1 inh: blocks the human KCNH2 3.1 channel isoform; U2OS KCNH2 3.1, thallium flux FluxOr; stronger effect = lower value; AID 720553; 340,000 tested, 0.95% active; activity change, % (tested at about 1.8 µM);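 active = maximum activity change below -70%; inconclusive = maximum activity change from -70% to -50%; inactive = maximum activity change above -50%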;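 note: thallium influx rate constant from kinetic fluorescence after stimulation buffer; % is set by controls: 0 for no effect and ±100 for the full control effect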
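Thallium flux read-out: FluxOr dye with Red40 quencher in HBSS/HEPES, 45 min at RT. Rate constants from kinetic reads were normalized to positive and negative DMSO controls. Cells: U2OS virally expressing the 3.1 isoform.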
USP2a block: inhibitors of human ubiquitin-specific protease USP2a; O75604; USP2 core, Ub-CHOP2 coupled fluorogenic reporter, 485/531; Potency, µM (series often up to 38.3 µM), without a hit: top-dose activity change, negative = inhibition, most hits filed as inhibitors; 330,000 tested, 0.01% active;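 note: potency is the fitted concentration of half-maximal effect; plate controls were DMSO wells for no effect and full inhibition by NEM control for full effect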
Target sequence (O75604 whole entry, looked up): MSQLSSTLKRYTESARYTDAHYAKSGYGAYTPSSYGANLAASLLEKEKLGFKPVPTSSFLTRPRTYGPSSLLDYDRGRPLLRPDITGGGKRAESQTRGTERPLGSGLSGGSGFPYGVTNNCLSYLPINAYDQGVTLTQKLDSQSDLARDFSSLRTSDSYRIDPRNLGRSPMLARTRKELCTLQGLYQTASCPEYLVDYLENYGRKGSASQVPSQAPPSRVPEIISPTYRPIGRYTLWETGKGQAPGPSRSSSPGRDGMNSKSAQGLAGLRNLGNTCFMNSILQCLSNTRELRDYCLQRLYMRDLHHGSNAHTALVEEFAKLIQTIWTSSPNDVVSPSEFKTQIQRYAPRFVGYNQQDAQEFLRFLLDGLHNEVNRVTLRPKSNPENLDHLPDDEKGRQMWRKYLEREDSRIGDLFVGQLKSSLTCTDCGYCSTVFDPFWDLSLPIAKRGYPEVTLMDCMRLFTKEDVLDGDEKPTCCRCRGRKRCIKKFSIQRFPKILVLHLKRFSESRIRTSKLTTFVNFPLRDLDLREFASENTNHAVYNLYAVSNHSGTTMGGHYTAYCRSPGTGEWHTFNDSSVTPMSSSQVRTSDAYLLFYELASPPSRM
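USP2 core (10nM final) preincubated 30min RT with compound in 20mM Tris-HCl pH 8.0, 2mM CaCl2, 2mM beta-mercaptoethanol, 0.05% CHAPS; 25nM Ub-CHOP2 plus 25nM reporter substrate added, fluorescence (Ex485/Em531) read after 60min.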
TCR activator: T cell receptor activation | 330,000 tested, under 10 active | Potency, µM (series often up to 9.22 µM), for inactives: at the top dose activation of IL-2 secretion, most hits filed as activators | primary human leukocytes, anti-CD3, IL-2 HTRF, 48 h; note: % of control where 0% means no effect
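Activity was scored as IL-2 release from primary human leukocytes given only a TCR signal (a-CD3 beads) plus compound for 48 hr. Detection used a two-antibody HTRF format read at 665nm.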
A-T KAP1 phos: candidate therapy for ataxia-telangiectasia; 320,000 tested, 0.19% active; […] A-T fibroblasts, KAP-1 phosphorylation AlphaLISA; neocarzinostatin DNA damage 30 min before lysis; AID 485349; Potency, µM (titrated, usually from 57.5 µM), without a hit: top-dose activation, hits mostly activators; note: potency is the fitted concentration of half-maximal effect; % of control where 0% means no effect; nearly all actives have a fitted effect of over 45% in size
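ATM-like activity read as KAP-1 phosphorylation via AlphaLISA donor/acceptor antibody pairs after lysis and 6 hr at 25C. Cells were ATM-null patient fibroblasts ([…], hTERT), dosed 60 min, then exposed to the DSB inducer NCS for 30 min.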
The depositor's hits bear a star; ? = inconclusive; · = no result given; [ ] = remark or other dose. Unless noted, calls come from the whole dose curve; as a rule, active = well fitted curve in the direction sought with a large enough effect; inconclusive = small, poorly fitted or top-dose-only effect, or another doubt; inactive = no such curve, though single readings can be large; an effect the other way counts as inactive or inconclusive. A portion of the library. The share of hits here may be higher or lower than overall.

SMILES	KCNH2 WT inh	ELG1 repair inh	Eya2 inh	TSHR antagonist	Mito fusion yeast	TRPV1 agonist	KCNH2 3.1 inh	USP2a block	TCR activator	A-T KAP1 phos
CCOc1ccc(NC(=O)CSc2nnc(C34CC5CC(CC(C5)C3)C4)n2C)cc1	2	?	-5%	4	2%	-10	·	1%	-1%	·
N=c1n(Cc2ccccc2)c2ccccc2n1CC(O)c1ccco1 (configuration not stated)	19	?	-9%[15.4 µM]	16	4%	2	-21	5%	2%	2%
COCCCNC(=O)CC1C[C@H](C(=O)N(C(C)C)C(C)C)[C@@]2(C)c3[nH]c4ccc(OC)cc4c3CCN2C1=O (some centres not stated)	2	?	0%	-3	·	·	7	2%	6%[46.1 µM]	-1%
CCOC(=O)N1CCN(C(=O)c2ccc3nc4ccsc4c(=O)n3c2)CC1	-13	-5%	-6%	-1	-2%	0	-1	2%	8%	11%
O=C(c1cccc([N+](=O)[O-])c1)c1ccccn1	-13	0%	-17%	8	-1%	4	-10	-1%	2%	5%
CC(=O)Nc1ccc(S(=O)(=O)NCC2CCC(C(=O)NC(C)c3ccccc3)CC2)cc1 (configuration not stated)	-1	-10%	-1%	-14	1%	0	22	5%	3%	-1%
CC(=O)c1cccc(NC(=O)c2sc3nc4n(c(=O)c3c2C)CCCCC4)c1	2	?	6%	-15	11%	?	0	2%	-7%	3%
Nc1nc(Nc2ccccc2)nc(NCc2ccco2)c1[N+](=O)[O-]	-9	?	-14%	3	?	-4	8	-6%	-4%[46.1 µM]	0%
CCCCn1c(SCC(=O)N2c3ccccc3CCc3ccccc32)nc2c1c(=O)n(C)c(=O)n2C	-1	21µM*	6%	5	0%	-2	-2	-1%	0%[46.1 µM]	-1%
COc1ccc(CN(Cc2ccc(C(=O)O)cc2)C(=S)Nc2ccccc2C)cc1OC	·	22%	10%	3	-5%	-1	9	1%	-2%	-6%
C/C=C/c1ccc(OCC(=O)OCC(=O)NC2CC2)c(OC)c1	3	17%	3%	-6	-2%	-2	?	0%	-2%	-7%
C=CCn1c(-c2cc3c(s2)CCC(CC)C3)n[nH]c1=S (configuration not stated)	3	?	-3%	-8	-1%	4	-25	3%	4%	5%
COc1ccc(Cl)cc1NC(=O)CSc1nnc(C)c(=O)n1N	-1	-5%	-13%	-3	2%	2	-3	2%	4%	0%
COc1ccc(Cn2ccnc2SCC(=O)Nc2ccccc2F)cc1	5	7%	-14%	-2	-5%	2	3	-1%	-9%	13%
O=C(Cc1c[nH]c2ccccc12)Nc1nc2ccccc2[nH]1	-3	?	-6%	-10	6%	-3	9	-10%	-2%	9%
Cc1ccc(C(=O)CC2(O)C(=O)N(Cc3ccccc3)c3ccccc32)o1 (configuration not stated)	-3	-4%	-10%	-3	-4%	-1	3	-1%	21%	-1%
NC(=O)c1cc2c3ccccc3ccn2c1-c1ccccc1	6	?	29%	12	-15%	0	14	9%	0%	13%
CCC1=C2CC[C@H]3C(=O)N(c4ccccc4)C(=O)[C@H]3[C@H]2[C@@]2(C)C(=NCC3CC3)OC(=O)N2C1=O	1	25%	16%	14	17%	2	8	-9%	4%	-6%
Clc1ccc(CONc2ncnc3nonc23)c(Cl)c1	-2	?	-5%	-10	1%[9.22 µM]	14	10	-7%	5%	-1%
CC(/C=C1\SC(=S)N(CC(=O)O)C1=O)=C\c1ccccc1	-19	?	4%	-12	3%	2	-1	4%	3%	-2%
CCOC(=O)N1CCN(C(=O)c2ccc(N3CCCC3=O)cc2)CC1	-9	5%	6%	-6	-1%	-3	-13	0%	1%	2%
OC1CN=C2C=CC=CN2C1 (configuration not stated)	-9	-12%	-15%	12	0%	3	-2	-23%	-5%	0%
CCN(c1ccccc1C(=O)O)S(=O)(=O)c1ccc2[nH]c(=O)[nH]c2c1	-1	3%	17%	21	1%	0	7	2%	-4%	3%
CC(=O)C1=C(O)C(=O)N(C)C1c1ccccc1[N+](=O)[O-] (configuration not stated)	5	-1%	-23%	15	-1%	-2	-17	3%	9%	-6%
O=C(NCc1n[nH]c(=S)n1-c1ccc(Cl)c(Cl)c1)c1ccc(S(=O)(=O)N2CCCCC2)cc1	-14	15%	?	0	-7%	-1	7	2%	9%	-4%

Quoted from the listing.
For TCR activator, O=C(Cc1c[nH]c2ccccc12)Nc1nc2ccccc2[nH]1 has the entry -2%
For ELG1 repair inh, Cc1ccc(C(=O)CC2(O)C(=O)N(Cc3ccccc3)c3ccccc32)o1 (configuration not stated) has the entry -4%
For USP2a block, CC(=O)c1cccc(NC(=O)c2sc3nc4n(c(=O)c3c2C)CCCCC4)c1 has the entry 2%
For TRPV1 agonist, O=C(NCc1n[nH]c(=S)n1-c1ccc(Cl)c(Cl)c1)c1ccc(S(=O)(=O)N2CCCCC2)cc1 has the entry -1
For Eya2 inh, CC(=O)C1=C(O)C(=O)N(C)C1c1ccccc1[N+](=O)[O-] (configuration not stated) has the entry -23%
For Mito fusion yeast, CCC1=C2CC[C@H]3C(=O)N(c4ccccc4)C(=O)[C@H]3[C@H]2[C@@]2(C)C(=NCC3CC3)OC(=O)N2C1=O has the entry 17%

Additional entries follow.
SMILES	KCNH2 WT inh	ELG1 repair inh	Eya2 inh	TSHR antagonist	Mito fusion yeast	TRPV1 agonist	KCNH2 3.1 inh	USP2a block	TCR activator	A-T KAP1 phos
COc1ccc(C(=O)Nc2ccc(NC(=O)c3ccco3)cc2)cc1	-9	?	-9%	-9	3%	-3	13	-8%	4%	-3%
Nc1nn2cc(-c3ccccc3)nc2c2ccccc12	9	?	-3%	-9	5%	1	3	-1%	10%	4%
CC1(C)C(c2cccs2)=[N+]([O-])C2(CCCCC/C2=N\O)N1O (configuration not stated)	9	7%	6%	-2	5%	-2	10	-2%	7%	10%
Cc1cccc(Cn2nc(-n3cccc3)c3c(C)cc(C)nc32)c1	2	4%	-16%	-2	3%	19	-5	1%	0%	10%
Cn1c(=O)c2cc3ccc(Cl)cc3nc2n(C)c1=O	-2	0%	4%	3	6%	2	-12	1%	-13%	9%
Nc1c(C(=O)c2ccccc2)oc2ccccc12	40	?	-19%	-5	-4%	5	3	7%	-25%	-2%
COc1cc(C)c(Cl)cc1S(=O)(=O)N(C)C	2	-3%	17%	3	0%	1	18	1%	8%	4%
COc1ccc(S(=O)(=O)CC2(O)CCN(C(=O)C(C)(C)C)CC2)cc1	-4	4%	?	-1	1%	2	21	4%	-15%	4%
O=C(c1cc(-c2cccc(O)c2)on1)N1CCCCC1	-2	?	2%	-3	-1%	7	3	1%	2%	-1%
CSCCC(NC(=O)c1ccccc1)C(=O)OCC(=O)N(C)CCC#N (configuration not stated)	-1	10%	3%	3	-2%	-7	9	-1%	·	-6%
Cc1ccc(C)c(Sc2ccc(NC(=O)CCN3C(=O)NC4(CCCC4)C3=O)cc2)c1	-6	?	-14%	16	-4%	?	8	-5%	2%	-11%
COc1cc(/C=C(/C#N)C(=O)NCCCc2ccccc2)ccc1OCC(=O)O	1	17%	10%	15	0%	-1	7	-2%	·	3%
Cc1nn(Cc2ccccc2)c(C)c1NC(=O)CSc1nc(C2CC2)nc2c1cnn2-c1ccccc1	4	5%	-2%	-1	-7%	2	-20	0%	4%	3%
CCOc1cc2[nH]c(=O)n(Cc3cccc(OC)c3)c(=O)c2cc1OCC	-2	2%	13%	-1	3%	6	-4	0%	4%	3%
Cc1nc(SCCC(=O)O)c2cc(-c3ccccc3)sc2n1	0	?	14%	-15	21%	1	14	2%	7%	-3%
Cc1onc(-c2c(Cl)cccc2Cl)c1C(=O)NNC(=O)c1c(-c2c(Cl)cccc2Cl)noc1C	-5	-9%	-1%	-5	-9%	-2	6	0%	-4%	3%
Cc1c(C(=O)NCc2ccc3c(c2)OCO3)sc2nc(-c3ccccc3)cn12	17	11%	-2%	?	-1%	·	-11	0%	9%	-27%

Limited to TRPV1 agonist and A-T KAP1 phos (3 entries from above):
canonical_smiles | TRPV1 agonist | A-T KAP1 phos
Nc1c(C(=O)c2ccccc2)oc2ccccc12 | 5 | -2%
COc1cc(C)c(Cl)cc1S(=O)(=O)N(C)C | 1 | 4%
COc1ccc(S(=O)(=O)CC2(O)CCN(C(=O)C(C)(C)C)CC2)cc1 | 2 | 4%

Rewritten field by field: entries from further up
> Nc1c(C(=O)c2ccccc2)oc2ccccc12
- KCNH2 WT inh: 40
- ELG1 repair inh: ?
- Eya2 inh: -19%
- TSHR antagonist: -5
- Mito fusion yeast: -4%
- TRPV1 agonist: 5
- KCNH2 3.1 inh: 3
- USP2a block: 7%
- TCR activator: -25%
- A-T KAP1 phos: -2%
> COc1cc(C)c(Cl)cc1S(=O)(=O)N(C)C
- KCNH2 WT inh: 2
- ELG1 repair inh: -3%
- Eya2 inh: 17%
- TSHR antagonist: 3
- Mito fusion yeast: 0%
- TRPV1 agonist: 1
- KCNH2 3.1 inh: 18
- USP2a block: 1%
- TCR activator: 8%
- A-T KAP1 phos: 4%

Bioassay records from PubChem BioAssay.
